tim23-1 inh = tim23-1 yeast growth inhibition. S. cerevisiae tim23-1 growth, BacTiter-Glo luminescence, 24 h. inhibition, % at 20 µM. actives 1.3% (n = 330,000);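 active = growth inhibition of the mutant yeast at or above 50%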;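 note: temperature-sensitive mutant grown at 25 °C; plate controls were DMSO-treated mutant yeast for no effect and medium wells lacking yeast for full effect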
APJ antagonist = antagonists of human APJ apelin receptor; actives 0.32% (n = 330,000); AID 2521; inhibition, % at 20 µM; CHO-K1 APJ beta-arrestin complementation, luminescence;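 active = inhibition above about 40% at 20 µM, limit read from the data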;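 note: cells challenged with 10 nM apelin-13 agonist together with compound; plate controls were apelin-13 plus DMSO wells for no effect and DMSO wells lacking apelin-13 for full effect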
CHOP UPR activ = activators of apoptotic arm of unfolded protein response (CHOP). actives 0.34% (n = 330,000). activation, % at 10 µM. AID 449763. CHO-CHOP luciferase reporter, UPR activation, luminescence; percent of tunicamycin response over DMSO baseline;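 active = at 10 µM dose, activation of 40% or more, normalized to positive control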;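 note: 100% = tunicamycin at 10 µg/mL and 0% = DMSO alone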
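System: CHO-CHOP luciferase reporter cell line | Buffer or medium: F12 medium containing 10% fetal bovine serum | Doses: One dose, 10 µM in 0.5% DMSO | Times: 6 h compound exposure at 37 °C after overnight seeding | Signal: Luciferase luminescence | Read-out: % activation vs tunicamycin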
Mdm2 MdmX PPI = disrupts the human Mdm2-MdmX interaction | O15151+Q00987 | SaOS-2 split-luciferase Mdm2/MdmX complementation, luminescence | inhibition, % at 8 µM | actives 3% (n = 330,000) | AID 485346;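 active = inhibition of at least 50% at 8 µM in the primary screen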
Target sequence (O15151 whole entry, looked up): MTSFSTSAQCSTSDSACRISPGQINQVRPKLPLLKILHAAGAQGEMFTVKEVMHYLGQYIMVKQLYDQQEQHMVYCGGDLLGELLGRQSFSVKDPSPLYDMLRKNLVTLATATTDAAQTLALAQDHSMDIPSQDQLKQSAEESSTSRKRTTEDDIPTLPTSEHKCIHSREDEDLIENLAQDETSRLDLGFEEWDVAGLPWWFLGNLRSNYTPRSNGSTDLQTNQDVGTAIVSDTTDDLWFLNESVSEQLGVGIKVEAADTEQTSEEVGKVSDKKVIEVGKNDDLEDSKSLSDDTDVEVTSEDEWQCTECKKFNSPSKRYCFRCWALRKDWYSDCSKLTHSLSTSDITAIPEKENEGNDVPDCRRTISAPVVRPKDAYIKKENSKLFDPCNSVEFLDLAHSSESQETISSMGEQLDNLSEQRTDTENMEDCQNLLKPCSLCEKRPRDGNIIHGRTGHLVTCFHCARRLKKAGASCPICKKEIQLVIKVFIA
Target sequence (Q00987 whole entry, looked up): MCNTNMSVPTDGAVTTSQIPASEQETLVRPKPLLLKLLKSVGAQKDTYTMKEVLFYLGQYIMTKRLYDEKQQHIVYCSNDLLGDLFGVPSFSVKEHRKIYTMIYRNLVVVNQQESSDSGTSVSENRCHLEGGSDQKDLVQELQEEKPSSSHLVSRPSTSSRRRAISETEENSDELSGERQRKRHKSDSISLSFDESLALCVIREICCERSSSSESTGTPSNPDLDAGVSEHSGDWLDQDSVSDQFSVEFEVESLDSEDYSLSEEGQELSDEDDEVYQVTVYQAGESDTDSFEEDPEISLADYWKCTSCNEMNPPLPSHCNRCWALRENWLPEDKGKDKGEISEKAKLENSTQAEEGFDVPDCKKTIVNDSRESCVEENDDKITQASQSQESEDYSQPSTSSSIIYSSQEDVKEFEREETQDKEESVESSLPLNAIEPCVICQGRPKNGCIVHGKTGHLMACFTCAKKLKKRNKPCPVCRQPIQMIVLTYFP
UPR XBP1 act = activators of adaptive arm of unfolded protein response (XBP1) | CHO-XBP1 luciferase reporter, IRE1-XBP1 UPR activation, luminescence; percent of tunicamycin response, DMSO as zero | activation, % at 20 µM | actives 0.33% (n = 330,000);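 active = versus positive control, 20 µM dose yields 30% or more activation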;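 note: 100% = tunicamycin at 10 µg/mL and 0% = DMSO only wells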
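incubation = overnight seeding at 37 °C, 6 h compound treatment at 37 °C | assay system = CHO-XBP1 cells stably carrying IRE1-XBP1-driven luciferase reporter | input = 1000 cells per well | detection = luciferase luminescence | dosing = single point, 20 µM final compound, 1% DMSO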
APJ agonist = APJ receptor agonism; P35414; CHO-K1 APJ PathHunter beta-arrestin, luminescence; 0% DMSO wells, 100% apelin; activation, % at 20 µM; actives 0.11% (n = 330,000); AID 2520;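 active = activation more than six SD over the plate average, tested at 20 µM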;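 note: 0% = DMSO alone and 100% = apelin-13 at 10 nM; some results filed as inactive read as strong as hits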
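system = engineered CHO-K1 APJ arrestin reporter cells | input = 1000 cells per well | timing = overnight seeding, 90 min compound at 25 °C, 1 h detection | measured by = enzyme-fragment complementation luminescence | read-out = beta-arrestin recruitment to APJ as agonist activity, luminescent signal | control set = negative DMSO alone, positive Apelin-13 at 10 nM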
Jurkat NFkB inh = lowers PMA/ionomycin-induced NF-kB signal in Jurkat cells. PMA/ionomycin-induced NF-kB luciferase reporter, luminescence. inhibition, % at 4 µM. actives 0.53% (n = 330,000); in the data active = inhibition above about 50%
697 NFkB inh = lowers PMA/ionomycin-induced NF-kB signal in 697 B cells | AID 435022 | 697 B-cell NF-kB luciferase reporter, 16 h | inhibition, % at 4 µM | actives 0.33% (n = 330,000); in the data active = inhibition above about 35%
Numbers without * were called inactive.

SMILES	tim23-1 inh	Jurkat NFkB inh	Mdm2 MdmX PPI	APJ agonist	697 NFkB inh	UPR XBP1 act	APJ antagonist	CHOP UPR activ
O=C(Nc1cc(-c2ccccc2)[nH]n1)c1ccc(Cl)cc1	34	-88	1	-3	-70	4	-3	9.3
Cc1ccccc1-n1ncc2c1CC(C)(C)CC2NC(=O)CCC(F)(F)F (stereo not drawn)	19	2	2	0	-8	-5	-10	0.5
CN(C)CCCN1CC(=O)N2[C@@H](Cc3c([nH]c4ccccc34)C2(C)C)C1=O	4	-8	3	-2	7	-6	17	3.2
Cc1nc(SCC(=O)NCC2CCCO2)c2oc3ccccc3c2n1 (stereo not drawn)	13	-7	-6	-1	-44	9	-9	-0.1
COc1ccc(C(=O)NC(=S)Nc2cccc3ncccc23)cc1[N+](=O)[O-]	6	1	3	2	-26	-1	-15	-0.4
COc1ccc(-n2cc(-c3ccccc3)[n+]3c2CCCCC3)cc1	-2	32	37	-3	-12	-3	-5	0.8
O=C(COc1ccc2ccccc2c1)NNC(=O)c1cnccn1	-5	-7	-3	-2	-17	2	-9	2.1
O=C(COc1ccccc1Cl)Nc1ccc(NC(=O)c2ccco2)cc1	1	11	26	2	-8	-1	15	1.4
Cc1ccc(NC(=S)NCc2ccccn2)cc1	-10	-13	-14	-1	2	2	-11	0.1
Cn1cnnc1SCC(=O)Nc1ccc2nc(SCc3ccccc3F)sc2c1	20	-89	-103	-4	-146	3	-5	2.5
O=C(CCC1CCN(Cc2ccc(C#CCCO)cc2)CC1)NC1CC1	-3	-24	10	-3	-8	-2	-19	-2.1
O=C(CN1CCOCC1)Nc1nc2ccc(Br)cc2s1	22	-12	18	-3	-22	4	0	3.2
O=C(O)CSc1ccc(NC(=O)Nc2ccccc2F)cc1	2	-21	-7	-4	-15	-6	-22	0.1
COc1ccccc1NC(=O)CNC(=O)c1ccc(F)cc1	14	-3	21	-1	10	1	7	0.4
Fc1ccc(-c2ccc(CNCc3ccccn3)o2)cc1Cl	21	-9	2	-3	-1	-3	6	-0.5
COc1ccc(N/N=C(\C#N)C(=O)NCCc2ccc(OC)c(OC)c2)cc1	1	-2	-16	-3	11	3	-6	2.4
CN(C)CCCNc1nc(-c2ccc(Cl)cc2)nc2ccccc12	18	23	27	-1	1	1	4	1.9
COC(=O)c1cc(NC(=O)c2ccc(OC)cc2)c(=O)oc1C	-1	18	-2	-4	15	2	-2	1.3
COc1ccc(N=Nc2ccc(CO)cc2)cc1	25	-141	-212	0	-324	-3	-1	1.2
CN(Cc1ccccc1)C(=O)C1CCN(Cc2ccc(F)cc2)CC1	3	5	-14	-3	-19	0	15	2.9
Cc1cccc(N(CC(=O)NCc2ccc(F)cc2)C(=O)c2ccco2)c1	6	-1	14	-3	4	-4	6	0.3
COc1cccc(C(=O)Nc2ccc3c(c2)OCO3)c1OC	6	-87	-68	0	-82	-2	3	3.6
Cc1ccc(S(=O)(=O)NCCC(=O)NCc2ccco2)cc1	16	31	-9	4	-29	-1	2	3.4
Cc1ccn(S(=O)(=O)c2ccc(C(C)(C)C)cc2)n1	27	0	8	12	-5	-2	0	-1.9
CC(CC(=O)O)CC1=NS(=O)(=O)c2ccccc2N1 (stereo not drawn)	7	-9	-19	1	9	0	-8	0.6

Entries of single compounds, looked up by structure:
`Cc1ccn(S(=O)(=O)c2ccc(C(C)(C)C)cc2)n1` across the screens: tim23-1 inh = 27; Jurkat NFkB inh = 0; Mdm2 MdmX PPI = 8; APJ agonist = 12; 697 NFkB inh = -5; UPR XBP1 act = -2; APJ antagonist = 0; CHOP UPR activ = -1.9
`CN(Cc1ccccc1)C(=O)C1CCN(Cc2ccc(F)cc2)CC1` across the screens: tim23-1 inh = 3; Jurkat NFkB inh = 5; Mdm2 MdmX PPI = -14; APJ agonist = -3; 697 NFkB inh = -19; UPR XBP1 act = 0; APJ antagonist = 15; CHOP UPR activ = 2.9

The list continues:
SMILES	tim23-1 inh	Jurkat NFkB inh	Mdm2 MdmX PPI	APJ agonist	697 NFkB inh	UPR XBP1 act	APJ antagonist	CHOP UPR activ
COc1ccc2c(C)c(CC(=O)N3CCN(C(=O)C4COc5ccccc5O4)CC3)c(=O)oc2c1C (stereo not drawn)	14	-10	10	-3	-1	-2	7	0.4
Cc1ccc(S(=O)(=O)/N=C(\Nc2cc(C)on2)c2ccc(Cl)cc2)cc1	19	5	-10	0	-19	0	2	4.1
Cc1ccc(S(=O)(=O)N2CCN(C(=O)CCOc3ccccc3C)CC2)cc1C	25	13	19	8	4	-4	15	0.4
O=C(NCc1ccc2c(c1)OCO2)c1cc2ccccc2o1	35	-7	5	-2	-5	0	8	0.8
NC(=O)c1c(NC(=O)CN2CCCC2)sc2c1CCCC2	7	0	4	-6	3	1	26	1.4
CCn1cc(S(=O)(=O)c2ccc(OC)cc2)c(=O)c2cc(OC)ccc21	-10	-7	5	4	3	-5	23	0.3
CCCCc1nc(NCCO)c(C#N)c2c1CCCC2	19	12	-1	1	-26	2	23	3.3
CCOC(=O)c1c(C)oc2c1cc(O)c1ccccc12	-2	3	-199	1	-5	4	-39	4.7
Cc1ccc2oc(NC(=O)N3CCOCC3)cc(=O)c2c1	8	0	25	2	-1	-1	-19	4.3
COc1ccc(CNC(=O)CCCn2nc([N+](=O)[O-])cc2C)cc1	-7	2	-30	-1	5	-2	-4	-1.2
COc1ccc(NC(=O)COC(=O)CNS(=O)(=O)/C=C/c2ccccc2)cc1OC	-6	-10	0	-1	1	-1	1	0.8
CCC(C)(C)n1nnnc1C(c1ccccn1)N1CCCCC1 (stereo not drawn)	29	8	19	-2	27	-5	19	-1.2
COc1ccc(CNS(=O)(=O)c2c(C(=O)N3CCCCCC3)c(C)n(C)c2C)cc1	15	4	5	-6	4	-5	4	1.1
CCCOCc1ccc(O)c2ncccc12	20	-12	75*	-2	-12	12	-16	28
C=CCNc1cnn(CC(C)=O)c(=O)c1Br	-10	2	23	-1	-1	-2	9	-0.5
O=C(Nc1ccccc1F)c1ccc(S(=O)(=O)NCC2CCCO2)cc1 (stereo not drawn)	23	-6	-21	0	3	-2	9	2.3
CCOc1cc(N2CCOCC2)c(OCC)cc1NC(=O)c1c(-c2ccccc2)noc1C	20	-7	21	-2	-5	-3	-6	-2.2
COc1ccc(NC(=O)Nc2ccc(F)cc2F)cc1	18	-69	-72	0	-111	0	-16	3.0
Cc1ccc(S(=O)(=O)NC2=NCN(C(C)C)CN2)cc1	1	-4	15	0	15	-2	-15	-1.1
O=C(CN1C(=O)NC(Cc2c[nH]c3ccccc23)C1=O)Nc1ccc(F)cc1F (stereo not drawn)	-4	4	-14	-6	12	-3	-3	1.0
CC(C)CC1=C/C(=C/c2ccc(-c3ccccc3)o2)C(=O)O1	41	-3	9	-1	9	-4	0	0.5
CN1CCc2c(sc(N)c2C(=O)c2ccc(Cl)cc2)C1	1	-6	36	-4	-3	-13	12	-0.4
CC(=O)Oc1ccc(/C=N/NS(=O)(=O)c2ccccc2)cc1	28	10	6	-3	6	2	0	-0.8
CN(C(=O)COC(=O)C1COc2ccccc2O1)C1(C#N)CCCCC1 (stereo not drawn)	12	-10	3	-4	15	1	3	-0.9
COc1ccc(CN(CC(=O)NCc2ccccc2)C(=O)CCC(=O)Nc2nccs2)cc1	-2	6	26	-1	16	4	5	-0.3

As entered above:
APJ antagonist with C=CCNc1cnn(CC(C)=O)c(=O)c1Br = 9
tim23-1 inh with Cc1ccc2oc(NC(=O)N3CCOCC3)cc(=O)c2c1 = 8
tim23-1 inh with Cc1ccc(S(=O)(=O)/N=C(\Nc2cc(C)on2)c2ccc(Cl)cc2)cc1 = 19

Not a retest: entries from further up.
SMILES	tim23-1 inh	Jurkat NFkB inh	Mdm2 MdmX PPI	APJ agonist	697 NFkB inh	UPR XBP1 act	APJ antagonist	CHOP UPR activ
Cc1ccc(S(=O)(=O)N2CCN(C(=O)CCOc3ccccc3C)CC2)cc1C	25	13	19	8	4	-4	15	0.4
O=C(NCc1ccc2c(c1)OCO2)c1cc2ccccc2o1	35	-7	5	-2	-5	0	8	0.8
NC(=O)c1c(NC(=O)CN2CCCC2)sc2c1CCCC2	7	0	4	-6	3	1	26	1.4
CCn1cc(S(=O)(=O)c2ccc(OC)cc2)c(=O)c2cc(OC)ccc21	-10	-7	5	4	3	-5	23	0.3

Next section.
SMILES	tim23-1 inh	Jurkat NFkB inh	Mdm2 MdmX PPI	APJ agonist	697 NFkB inh	UPR XBP1 act	APJ antagonist	CHOP UPR activ
COC(=O)c1ccc(NC(=S)NCCc2cccc(C)c2)cc1	40	-3	26	-3	-23	-2	-14	0.1
S=C(NNc1ccnc2cc(Cl)ccc12)Nc1ccc(Cl)cc1Cl	47	11	92*	5	-27	9	8	6.6
CCC(C)N(C(=O)CSc1nnc(COc2ccccc2F)n1N)C1CCS(=O)(=O)C1 (stereo not drawn)	-34	4	31	-4	12	-1	0	0.0
C/C(=N\Nc1c(Cl)c(Cl)nc(C(=O)O)c1Cl)c1ccc(O)cc1	9	-7	25	1	3	-5	-16	0.1
CCOc1cccc(-c2nc(C(N)=O)c3[nH]c(=O)n(-c4cccc(Cl)c4)c3n2)c1O	0	6	-9	1	-1	3	-1	0.7
COc1ccc2nc(SCC(=O)Nc3cc(C)on3)[nH]c2c1	4	4	19	-4	16	-3	29	0.3
CCC(Cc1ccccc1)NC(=O)c1ccc2nc(N3CCOCC3)sc2c1 (stereo not drawn)	10	-20	5	1	-7	0	-19	1.3
COc1ccc(S(=O)(=O)N2CCN(S(=O)(=O)c3ccc(C(F)(F)F)cc3)CC2)cc1C	17	13	-23	-1	9	0	15	0.7
COC(=O)COc1c(/C=C\c2nc(O)c([N+](=O)[O-])c(=O)[nH]2)cccc1OC	6	7	4	2	6	-3	12	1.2
CN(c1nnc(N)s1)C1CCCCC1	14	-25	-9	-2	-32	1	-5	-0.1
CC(C)c1nc(C(N)=O)c2[nH]c(=O)n(-c3ccc(F)cc3)c2n1	14	6	-11	0	6	1	-48	2.1

Screening data as filed in PubChem.
